Screening results: PubChem, National Center for Advancing Translational Sciences (NCATS)
IL1B secr inh: inflammasome signaling inhibition, IL-1 beta readout. hit rate 4.7% among 360,000. THP-1 LPS/ATP IL-1B secretion, AlphaLISA, 16 h; active compounds read low. activity change, % at 57.5 µM; in the data active = activity change below about -50%; inconclusive = mostly about -30% to -49%; note: % is set by controls: 0 for no effect and ±100 for the full control effect
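Secreted IL-1B measured by AlphaLISA bead assay after 16 h compound exposure of THP-1 cells; compounds (final up to 57.5 uM) added 1 h before LPS (250 ng/mL) and ATP (1.25 mM) stimulation; lower signal means less secretion.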
ATXN2 expr inh: reduces ATXN2 reporter expression in HEK-293 cells; HEK-293 ATXN2-luciferase reporter, luminescence, 24 h; Potency, µM (highest dose often 57 µM), for the others: top-dose activity change, negative = inhibition, hits mostly inhibitors; hit rate 0.72% among 360,000; note: potency is the fitted concentration of half-maximal effect; % is set by controls: 0 for no effect and ±100 for the full control effect; nearly all actives have a fitted effect of over 55% in size
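qHTS (up to 57 uM final) was run with 24 h compound exposure of reporter cells at 37 °C. Each well was multiplexed: SteadyGlo luminescence measured ATXN2-luciferase expression after a fluorogenic Gly-Phe-AFC viability readout (25 uM final).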
Nrf2 block: blocks Nrf2 signaling; A549 ARE-Fluc reporter, luciferase luminescence, 18-24 h; hit rate 2.1% among 360,000; Potency, µM (highest dose often 46 µM), without a hit: at the highest dose activity change, negative = inhibition, hits mostly inhibitors; note: potency is the fitted concentration of half-maximal effect; % is set by controls: 0 for no effect and ±100 for the full control effect; nearly all actives have a fitted effect of over 60% in size
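Concentration-response testing used A549 ARE_Fluc cells at 5000 cells/well. Following an 18-24 h compound incubation, viability was read by fluorescence (Ex 405/Em 525) and luciferase output by luminescence.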
ATXN viability: viability counter-screen for ATXN expression inhibitors. S2 cells (HEK-293 line with an ATXN2-luciferase reporter) viability, CellTiter-Fluor protease fluorescence, 24 h. Potency, µM (doses to about 56.7 µM), usual class: cytotoxic. hit rate 0.49% among 400,000; note: potency is the fitted concentration of half-maximal effect; nearly all actives have a fitted effect of over 40% in size
A549 viability: kills or reduces viability of A549 cells in Nrf2 counter-screen. A549 ARE-Fluc cells, CellTiter-Fluor viability, 18-24 h. Potency, µM (highest dose often 46 µM), for inactives: at the top dose activity change, negative = cytotoxicity, usual class: inhibitors. hit rate 0.16% among 390,000; note: potency is the fitted concentration of half-maximal effect; % is set by controls: 0 for no effect and ±100 for the full control effect
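A549 ARE_Fluc cells in 5% FBS OPTI-MEM were exposed to compounds in concentration-response for 18-24 h at 37 deg C. Viability was read by CellTiter-Fluor fluorescence (Ex 405/Em 525) after 30 min, before the luciferase read.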
Nrf2 activator: activators of Nrf2 (ARE) signaling | AID 624171 | Potency, µM (series often up to 46.1 µM), for inactives: at the top dose activation, hits mostly activators | AREc32 ARE-luciferase reporter (MCF7-derived line), luminescence, 24 h | hit rate 0.31% among 410,000; note: potency is the fitted concentration of half-maximal effect; % of control where 0% means no effect; nearly all actives have a fitted effect of over 65% in size
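Steps: seed AREc32_Fluc cells (1000/well, 5% FBS OPTI-MEM); incubate overnight at 37 deg C; add 23 nL compound; incubate 24 hr; add Steady-Glo; hold 30 min RT; read luminescence.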
MCF10A rerep: induces DNA re-replication in MCF 10a normal breast cells. MCF 10A DNA re-replication, Hoechst nuclear intensity, 48 h. Potency, µM (series often up to 46.1 µM), without a hit: at the top dose activity, positive = re-replication, hits mostly activators. hit rate 2.9% among 350,000. AID 624296; note: potency is the fitted concentration of half-maximal effect; % of control where 0% means no effect; nearly all actives have a fitted effect of over 50% in size
TGFb SMAD3 inh: TGF-b pathway inhibition; HepG2 CAGA-GFP TGF-b/SMAD3 reporter, GFP fluorescence, 18 h; TGF-beta stimulated, 500 pg/mL final; Potency, µM (highest dose often 46.1 µM), for inactives: top-dose activity, negative = inhibition, hits mostly inhibitors; hit rate 1.2% among 410,000; AID 588855; note: potency is the fitted concentration of half-maximal effect; % is set by controls: 0 for no effect and ±100 for the full control effect; nearly all actives have a fitted effect of over 65% in size
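HEPG2 CAGA-GFP, 1000 cells/well; 2 h settle, 37 C; cpd via pin tool; TGF-b 500 pg/mL final; 18 h, 37 C; GFP imaging ex488/em500-530; %Activity normalised to -TGF-b and +DMSO controls; CRC fit, curve class.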
HepG2 tox: counter-screen for TGF-b inhibitors: cytotoxicity in HepG2 cells | HepG2 CAGA-GFP viability, ATP luminescence, 18 h | Potency, µM (titrated, usually from 46.1 µM), without a hit: at the top dose activity change, negative = cytotoxicity, usual class: cytotoxic | hit rate 0.76% among 410,000 | AID 588856; note: potency is the fitted concentration of half-maximal effect; some results filed as inactive show a strong effect at the top dose
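HepG2 CAGA-GFP cells (1000/well, DMEM with 1% FBS) received compound, then TGF-beta at 500 pg/mL final, and were incubated 18 hours at 37 degrees C. Viability was read by CellTiter-Glo luminescence. Media-only wells were set as complete cell-killing and DMSO as no toxicity.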
Starred values were filed as active, the others as inactive; i = inactive; ? = inconclusive; nt = not tested or not shown; [ ] = another dose, or the depositor's remark. Unless noted, calls come from the whole dose curve; as a rule, active = well fitted curve in the direction sought with a large enough effect; inconclusive = small, poorly fitted or top-dose-only effect, or another doubt; inactive = no such curve, though single readings can be large; an effect the other way counts as inactive or inconclusive.

SMILES	IL1B secr inh	ATXN2 expr inh	Nrf2 block	ATXN viability	A549 viability	Nrf2 activator	MCF10A rerep	TGFb SMAD3 inh	HepG2 tox
Cc1nc(SCC(=O)Nc2ccc(C)c(F)c2)c2oc3ccccc3c2n1	68.1	-9.9%	nt	i	0.8%	5.0%	?	-1.0%	2.7%
Cc1cc(OCC(=O)Nc2ccncc2)ccc1Br	-14.1	-10.7%	?	i	-8.7%	-0.6%	-12.8%	-1.3%	-2.4%
Fc1ccc(N2CCN(C(c3cccs3)c3nnnn3C3CCCC3)CC2)cc1 (stereo not given)	-68.3*	-6.4%	-10.3%	i	-12.9%	-0.4%	?	-22.6%	-11.3%
COc1ccc(-c2nc3c(c(SCC(=O)N4CCCCC4)n2)Cc2cc(C)ccc2O3)cc1	nt	nt	2.7%	nt	-0.8%	1.7%	nt	-2.3%	-3.2%
CCN1CCN(c2ncnc3c2cnn3-c2ccc(F)cc2)CC1	nt	44.6%[activator]	nt	i	-0.8%	4.6%	nt	19.0%	-0.1%
Cc1cccc(C(=O)O/N=C(\N)Cc2cccc3ccccc23)c1	18.2	-0.2%	21.6%	i	4.0%	14.3%	17.3%	8.7%	-8.4%
Cc1ccnc(N2CCC(C(=O)Nc3nnc(C)s3)CC2)n1	8.7	-3.9%	-18.5%	i	-0.1%	0.4%	-181.3%[0.0737 µM]	26.3%	6.1%
O=C(c1c[nH]c(C(=O)C(Cl)(Cl)Cl)c1)c1ccccc1Cl	-17.0	5.7%	8.1%	i	-7.1%	0.2%	0.1%	-1.9%	3.1%
O=C(O)C(Oc1ccc2c(c1)oc(=O)c1ccccc12)c1ccccc1 (stereo not given)	?	-4.1%	1.1%	i	0.5%	-0.2%	12.1%	3.1%	-25.1%
CC(C)OC(=O)CSc1nnc(-c2cnccn2)n1-c1ccc(Cl)cc1	3.4	-12.2%	0.7%	i	4.6%	0.4%	-179.8%[0.0737 µM]	-19.6%	-4.1%
COc1ccc(-c2cc(C(F)(F)F)nc(SCCC(=O)N3CCOCC3)n2)cc1	?	-5.7%	-5.5%	i	5.1%	0.3%	0.7%	29.1%	-6.9%
O=C(COc1ccccc1Cl)Nc1ccccc1C(=O)N1CCCCC1	-9.5	36.4%[activator]	?	i	0.7%	1.5%	13.2%	?	-35.9%
C=CCn1c(=N)c(S(=O)(=O)c2ccc(C)c(C)c2)cc2c(=O)n3ccccc3nc21	-7.7	nt	-1.6%	i	2.2%	-0.4%	23.1µM*	-0.3%	1.9%
COc1ccc(OCc2ccc(-c3nc4ccccc4c(=O)n3N)o2)cc1	-24.8	22.7%	?	i	-4.2%	2.9%	23.5%	-12.5%	-28.5%
COC(=O)N(C)C[C@@H]1OCc2cnnn2CCCC(=O)N([C@@H](C)CO)C[C@H]1C	11.1	7.6%	nt	i	nt	0.2%	nt	-3.5%	-6.7%
O=C(Nc1ccc(F)cc1)Nc1ccccc1C(=O)NCCN1CCNC1=O	nt	18.9%	10.2%	i	1.0%	2.1%	-11.8%	3.6%	3.4%
COc1ccc(C(=O)N(NC(=O)Oc2ccccc2)C(C)(C)C)cc1	2.1	-6.0%	-21.4%	i	0.7%	0.2%	8.0%	-0.1%	1.6%
O=C(Cn1nc(Cc2cccnc2)c2ccccc2c1=O)NCc1ccc(F)cc1	-20.7	10.1%	-10.5%	i	16.1%	3.0%	1.4%	-6.9%	-19.0%
O=C(Nc1ccc(F)cc1)N1CCN(c2nc3ccccc3s2)CC1	-53.3*	-21.8%	20.6µM*	i	-7.4%	2.4%	-3.2%	-9.4%	-12.8%
COc1cccc(CN2CCNC(=O)C2CC(=O)NCc2cn3cccc(C)c3n2)c1OC (stereo not given)	-7.4	41.7%[activator]	5.9%	i	1.5%	0.3%	-3.8%	-5.2%	-2.7%
CC(C)CC(=O)N1CCN(c2ccc(NC(=O)c3ccco3)cc2)CC1	-10.2	3.4%	10.8%	i	-1.4%	0.2%	2.5%	4.2%	-0.6%
CNC(=O)c1c(NC(=O)c2ccc3ncsc3c2)sc(C)c1C	-4.7	-0.3%	11.6%	i	3.3%	2.3%	?	-3.8%	0.0%
CC1CCCN(C(=O)c2ccc3c(=O)n(C4CCCC4)c(=S)[nH]c3c2)C1 (stereo not given)	-16.0	-31.2%	?	i	-7.5%	-0.2%	?	?	-1.6%
O=C(NC12CC3CC(CC(C3)C1)C2)N1CCN(c2ccccc2)CC1	15.5	-12.0%	-0.8%	i	1.2%	-0.2%	14.9%	4.1%	-20.7%
C=CCn1c(SCC(=O)N(C)C2CCS(=O)(=O)C2)nnc1-c1ccccc1 (stereo not given)	0.0	-21.1%	3.8%	i	11.9%	0.0%	29.9%	1.5%	-6.7%
COC(=O)c1ccc(NC(=O)COc2ccc3c(c2)OCO3)cc1	1.5	12.1%	4.9%	i	5.5%	0.5%	-1.2%	-7.7%	-9.6%
O=C(NCc1cccnc1)/C(=N\O)c1ccccc1	1.2	-9.2%	-12.4%	i	0.0%	0.3%	-7.9%	-1.0%	-4.8%
CC1=C(OC(=O)c2ccccc2)C(C)(C)C(c2ccc(Br)cc2)OC1=O (stereo not given)	18.1	-8.9%	nt	i	2.6%	-0.7%	?	-23.4%	3.8%
Cc1cccnc1Oc1ncccc1N	0.6	-15.7%	11.9%	i	-0.8%	-0.8%	1.9%	-6.7%	-3.8%
CCN(c1ccccc1)S(=O)(=O)c1ccc(Oc2ccccc2C(C)=O)nc1	27.6	-6.1%	-16.0%	i	0.7%	14.6%	-0.4%	-2.9%	-2.3%
CCOc1ccc(Nc2ncnc3ccc([N+](=O)[O-])cc23)cc1	-5.8	25.6%	-11.2%	i	-3.4%	-0.1%	19.1%	-19.7%	3.3%
O=C(NCC(=O)N(CCN1CCOCC1)C(C(=O)NC1CCCC1)c1ccccc1)c1cccs1 (stereo not given)	8.1	0.5%	4.6%	i	-2.3%	0.5%[9.22 µM]	-14.5%	-2.1%	2.3%
CCOC(=O)CN1C(=O)C(C)(C)Oc2ccc(C(=O)NC(C)(C)CC)cc21	42.4	0.3%	-6.5%	i	-13.6%	-0.6%	8.5%	0.2%	-11.5%
O=C(Nc1ccc(NS(=O)(=O)c2ccc([N+](=O)[O-])cc2)cc1)c1ccco1	-9.0	-2.0%	-16.2%	i	-8.5%	0.0%	12.9%	-3.1%	-9.7%
Cc1cc(C(=O)N(C)Cc2c(F)cccc2Cl)c2ccccc2n1	-11.8	1.2%	-25.1%	i	0.8%	5.0%	-4.4%	-18.7%	-6.2%
O=C(CSc1nc(-c2ccccc2)cn1-c1ccccc1)Nc1ccccc1	nt	-18.4%	nt	?	-10.3%	0.6%	nt	-22.8%	-3.3%
CC1CCCN(Cc2nc3c(c(=O)n(C)c(=O)n3C)n2CC(=O)c2ccccc2)C1 (stereo not given)	29.2	-18.2%	?	?	-0.5%	0.0%	13.8%	-7.7%	6.0%
Cc1cc(=O)[nH]c(N/N=C/c2ccc(Cl)cc2Cl)n1	-4.9	nt	3.1%	i	-4.0%	-0.9%	-0.4%	3.4%	5.1%
Cc1cccc(Nc2nc(N)c([N+](=O)[O-])c(NCc3ccccc3)n2)c1	nt	-24.6%	?	i	-14.1%	2.2%	18.4µM*	?	22.4µM*
O=C(NNC(=O)c1ccccc1Br)c1ccc2nc[nH]c2c1	-29.5	3.9%	1.7%	i	-1.1%	2.2%	-2.5%	-23.1%	4.5%

Sorted by length of the SMILES (falling): part of the list above.
SMILES	IL1B secr inh	ATXN2 expr inh	Nrf2 block	ATXN viability	A549 viability	Nrf2 activator	MCF10A rerep	TGFb SMAD3 inh	HepG2 tox
CC1CCCN(Cc2nc3c(c(=O)n(C)c(=O)n3C)n2CC(=O)c2ccccc2)C1 (stereo not given)	29.2	-18.2%	?	?	-0.5%	0.0%	13.8%	-7.7%	6.0%
Cc1cccc(Nc2nc(N)c([N+](=O)[O-])c(NCc3ccccc3)n2)c1	nt	-24.6%	?	i	-14.1%	2.2%	18.4µM*	?	22.4µM*
O=C(CSc1nc(-c2ccccc2)cn1-c1ccccc1)Nc1ccccc1	nt	-18.4%	nt	?	-10.3%	0.6%	nt	-22.8%	-3.3%

Further entries follow:
SMILES	IL1B secr inh	ATXN2 expr inh	Nrf2 block	ATXN viability	A549 viability	Nrf2 activator	MCF10A rerep	TGFb SMAD3 inh	HepG2 tox
CCOC(=O)N1CCC(NS(=O)(=O)c2cc(Br)cc3c2N(C(=O)CC)CC3)CC1	-14.0	-10.1%	?	i	1.1%	3.1%	3.3%	-4.8%	-1.8%
CC(=O)c1cccc(NC(=O)c2nc(-c3ccccc3)n(-c3ccccc3)n2)c1	nt	6.9%	9.2%	i	4.7%	-0.6%	nt	-8.3%	-26.7%
CS(=O)(=O)N(CC(=O)NC1CCCC1)c1ccc2c(c1)OCCO2	11.0	-11.8%	-4.0%	i	-1.4%	-0.5%	?	6.9%	1.6%
CN(C1CCCCC1)S(=O)(=O)c1ccc2c(c1)c(=O)c(C(=O)N1CCN(c3ccc(F)cc3)CC1)cn2C	nt	1.6%	2.7%	i	2.7%	0.4%	nt	3.0%	5.8%
Cc1cc(Br)c2nc(-c3ccccc3)c(Cc3cccc(Cl)c3)n2c1	5.0	-6.6%	nt	?	nt	10.7%	nt	nt	nt
CSC(=NCc1ccc(F)cc1)NS(=O)(=O)c1cccs1	33.6	-6.8%	-14.2%	i	16.1%	-0.9%	?	-12.3%	-17.1%
O=C(CSc1nncs1)Nc1ccc(Cl)cn1	0.0	1.5%	-6.0%	i	14.5%	0.7%	-4.5%	1.6%	-5.6%
CC1(C)CC(=O)CC2(C1)NCC(c1ccccc1)c1c2[nH]c2ccccc12 (stereo not given)	-68.5*	1.6%[11.3 µM]	-24.6%	i	3.9%	0.3%	2.8%	-17.5%	-15.5%
CCOc1cc(C2C(C(=O)OC(C)C)=C(C)N=C3SCCC(=O)N32)ccc1OC(C)=O (stereo not given)	6.1	0.2%	7.8%	i	4.7%	0.0%	-1.3%	0.7%	-3.7%

Rows were taken by chance; 8.8% or so of the library scored in one or more.
